APP 5'UTR act: activates APP 5'UTR luciferase reporter | SH-SY5Y APP 5'UTR luciferase reporter, luminescence; zero percent = DMSO vehicle wells | activation, % at 2 µM | 190,000 compounds, 1% hits | AID 1276;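 active = activation above a set limit, based on mean plus 3 SD of controls, cut at about 140% in these data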; also: values of inactives mirror those of a sister screen read the other way
PMI activator: activators of human phosphomannose isomerase; activation factor at 20 µM; P34949; 190,000 compounds, 0.005% hits; purified human PMI, coupled resazurin fluorescence, 20 min; hits give high values; 1 = vehicle control, 0 substrate-free wells;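 active = activation factor of 2 or more at 20 µM, relative to plate controls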
Target sequence (P34949 whole entry, looked up): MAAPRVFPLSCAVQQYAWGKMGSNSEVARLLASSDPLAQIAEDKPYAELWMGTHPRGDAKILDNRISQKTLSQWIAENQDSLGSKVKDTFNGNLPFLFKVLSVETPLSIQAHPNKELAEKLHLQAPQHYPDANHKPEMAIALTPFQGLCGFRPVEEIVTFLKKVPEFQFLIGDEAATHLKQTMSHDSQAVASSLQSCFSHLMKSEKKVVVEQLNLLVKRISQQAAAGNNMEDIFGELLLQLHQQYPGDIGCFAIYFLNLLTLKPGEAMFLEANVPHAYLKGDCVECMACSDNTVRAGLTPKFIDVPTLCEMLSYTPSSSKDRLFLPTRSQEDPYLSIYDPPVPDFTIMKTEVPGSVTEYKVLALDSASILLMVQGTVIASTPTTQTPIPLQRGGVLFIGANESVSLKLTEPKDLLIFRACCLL
TNAP act hiacc: increases human TNAP activity under high phosphate acceptor concentration; P05186; purified TNAP, CDP-star luminescence, 1 M DEA, 30 min; hits give high values; 0 = EDTA background, 1 = DMSO-only activity; activation factor at 20 µM; 200,000 tested, under 10 active; AID 1136;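 active = activation factor at least 2 at 20 µM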
Target sequence (P05186 whole entry, looked up): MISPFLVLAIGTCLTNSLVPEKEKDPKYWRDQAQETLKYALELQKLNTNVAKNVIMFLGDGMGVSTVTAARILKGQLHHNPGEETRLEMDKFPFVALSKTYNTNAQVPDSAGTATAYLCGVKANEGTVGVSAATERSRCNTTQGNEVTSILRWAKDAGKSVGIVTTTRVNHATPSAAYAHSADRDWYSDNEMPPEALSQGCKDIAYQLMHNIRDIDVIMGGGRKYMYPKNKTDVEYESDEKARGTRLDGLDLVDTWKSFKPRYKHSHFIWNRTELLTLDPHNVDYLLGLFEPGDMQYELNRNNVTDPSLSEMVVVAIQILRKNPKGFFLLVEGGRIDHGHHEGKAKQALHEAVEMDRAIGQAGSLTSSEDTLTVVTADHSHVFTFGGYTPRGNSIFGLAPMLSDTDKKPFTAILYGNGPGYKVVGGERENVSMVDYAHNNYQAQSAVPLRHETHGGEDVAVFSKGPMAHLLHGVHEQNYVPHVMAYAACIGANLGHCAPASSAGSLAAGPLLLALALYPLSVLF
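Control set: EDTA negative control, DMSO positive control / Assay system: human TNAP / Quantity: TNAP 1/800 final / Evaluation: TNAP activation factor scaled between EDTA and DMSO control wells / Measured by: luminescent substrate turnover signal / Compound dosing: one dose, 20 µM / Times: 30 min enzyme reaction at room temperature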
bIAP act: increases bovine intestinal alkaline phosphatase activity | 200,000 compounds, 0.17% hits | purified bovine IAP, CDP-star luminescence, 30 min; hits give high values; fold of DMSO-control signal, blank-subtracted | activation factor at 20 µM | AID 1016;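 active = activation factor of 2 or more at 20 µM, a signal rise over negative controls twice the positive control's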
FLuc inh counter: counter-screen for luciferase assay inhibitors: firefly luciferase inhibition | inhibition, % at 10 µM | ATPLite firefly luciferase biochemical luminescence, 10 min | 200,000 compounds, 1.5% hits | P08659 | AID 1006;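 active = inhibition above about 50% when tested at 10 µM, limit read from the data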
FLuc stim CS: firefly luciferase counter-screen for stimulation assays; P08659; ATPlite luciferase biochemical, luminescence, 10 min; 0 = ATP-free wells, 1 = DMSO control; activation factor at 10 µM; 200,000 tested, under 10 active;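 active = luciferase activation factor, scaled between plate controls, of at least 2 with compound at 10 µM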
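Material: luciferase plus luciferin reagent, cell-free. Medium: PBS buffer for ATP. Also added: ATP substrate, dispensed from a 10.24 µM working solution in PBS. Doses: test compounds dosed from 2 mM stocks in 100% DMSO. Incubation: 10 min post-reagent at room temperature. Technique: light output (luminescence). Read-out basis: luminescence gain marking luciferase activators.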
NF-kB expr up: compounds increasing NF-kB expression in human neuronal cells | NF-kB reporter expression; hits give high values | fold change at 12.5 µM | 190,000 compounds, 1.6% hits; in the data active = fold change above about 3.3
PMI act hi M6P: PMI (human) activation, high substrate | 190,000 compounds, 0.34% hits | activation factor at 20 µM | coupled PMI enzyme assay, resazurin fluorescence, 20 min; hits give high values; 1 = untreated enzyme, 0 = substrate-free blank | AID 1216 | P34949;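 active = activation factor of 2 or more at 20 µM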
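assay system = human phosphomannose isomerase with PGI, G6PDH, diaphorase coupling enzymes | quantity = 15 ng/mL PMI | incubation = enzyme reaction with compound 20 min at room temperature | medium = HEPES pH 7.4 buffer with MgCl2 and Tween-20 | compound dosing = one concentration, 20 µM, in 1% DMSO | measured by = Diaphorase-driven resazurin-to-resorufin fluorescence, excitation 544, emission 590 nm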
TNAP inh hi DEA: blocks human TNAP under high phosphate acceptor concentration | purified TNAP, CDP-star luminescence, 1 M DEA | AID 1135 | 200,000 compounds, 0.03% hits | inhibition, % at 20 µM | P05186;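 active = over 50% inhibition of tissue-nonspecific alkaline phosphatase at 20 µM in the single-dose screen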;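 also: plate controls were DMSO wells for no effect and EDTA-quenched wells as full inhibition for full effect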
TNAP inh no acc: blocks human TNAP activity with no phosphate acceptor present. P05186. purified TNAP, CDP-star luminescence, 30 min. inhibition, % at 20 µM. 200,000 compounds, 0.26% hits. AID 1012;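 active = tissue-nonspecific alkaline phosphatase inhibition above about 50% at 20 µM in the single-dose screen, limit read from the data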;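 also: 0% = DMSO negative control and 100% = EDTA positive control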
* hit, by the source's call; / = not tested or not shown.

Order of results – APP 5'UTR act	PMI activator	TNAP act hiacc	bIAP act	FLuc inh counter	FLuc stim CS	NF-kB expr up	PMI act hi M6P	TNAP inh hi DEA	TNAP inh no acc
> COc1ccccc1Cn1nnc2c(=O)[nH]c(C3CCN(C(=O)c4ccccc4Cl)CC3)nc21
→ -6	1	1	1	-20	1.2	0.75	1	1	-1
> Cn1c(SCC(=O)Nc2nccs2)nnc1C12CC3CC(CC(C3)C1)C2
→ 3	1	1	0.9	-1	1	1.2	1	-2	0
> COc1ccc(S(=O)(=O)N[C@@H](Cc2ccccc2)C(=O)N2CC[C@@]3(O)CCCC[C@H]3C2)cc1
→ 2	1	1.1	1	-5	1.1	0.83	1	-9	-11
> Cc1cc(/C=C2/C(=N)N3C(=NC2=O)SN=C3S(C)(=O)=O)c(C)n1-c1ccc(F)cc1
→ 36	1.4	1	1	70*	0.3	1.9	1.3	-3	-1
> COc1ccc(NC(=S)N(CCN2CCOCC2)Cc2cc3cc4c(cc3[nH]c2=O)OCCO4)cc1
→ -14	0.9	1.1	1.1	-8	1.1	0.97	0.8	-10	-10
> CS(=O)(=O)N(CC(=O)NCCSc1ccccn1)c1ccc(F)cc1
→ 10	1	1	1.1	-6	1.1	1.1	1	-1	-10
> Cc1ccc(OCCN2C(=O)CSC2=O)cc1
→ -24	1	1	1	-3	1	1.2	1.1	-2	-16
> [O-][N+]1=C(c2cccs2)CN(O)C1
→ -12	1	1.1	0.9	-8	1.1	1	1	-9	-21
> Cc1nc2cc(N)ccc2n1C1CCCCC1
→ -15	1.3	1	1.1	-6	1.1	1.1	1.1	-1	4
> O=C(O)c1cnn2c1NC(c1cccs1)CC2C(F)(F)F (configuration not stated)
→ -9	1	1.1	1	0	1	1.1	1	-5	-9

(next part)
Order of results – APP 5'UTR act	PMI activator	TNAP act hiacc	bIAP act	FLuc inh counter	FLuc stim CS	NF-kB expr up	PMI act hi M6P	TNAP inh hi DEA	TNAP inh no acc
> O=c1c2ccccc2cnn1-c1nc2ccccc2[nH]1
→ -69	1.1	1	1.3	98*	0	0.22	1.1	-1	-16
> CC(NC(=O)NC(=O)c1ccc(Cl)cc1Cl)C1CC1 (configuration not stated)
→ 14	1.1	1	1	37	0.6	1.1	1.1	-3	-13
> CN(C)S(=O)(=O)c1ccc(/C(O)=C2/C(=O)C(=O)N(Cc3cccnc3)C2c2ccco2)cc1 (configuration not stated)
→ 19	1.3	1	0.9	-4	1	1	1.5	0	-4
> CC(C)CCOC(=O)C1C2C=CC3(CN(Cc4cccs4)C(=O)C13)O2 (configuration not stated)
→ 8	1	1	1.1	-8	1.1	1.2	0.9	-4	-10
> NC(=S)Nc1cc2ccccc2c2ccccc12
→ 27	0.3	1	0.9	-1	1	1.6	0.3	2	0
> Nc1nnc(CCS(=O)(=O)c2cc(Cl)ccc2Cl)s1
→ -2	0.8	1	1	-1	1	1.1	0.9	-3	-6
> OCCN(Cc1ccccc1)Cc1ccc(C(F)(F)F)cc1
→ 4	0.9	1	0.9	-9	1.1	1.1	1	-3	-20
> CCC(=O)n1nc(-c2ccccc2)nc1NCc1ccccc1
→ 30	0.9	1	0.8	-4	1	1.3	0.9	-1	33
> CC1CC(C)C[N+](=C2C=C(N3CCCC3)CC(C)(C)C2)C1 (configuration not stated)
→ -7	0.7	1	1	0	1	0.58	0.9	2	-3
> Nc1ccc(OCC(O)C[n+]2ccc(CCS(=O)(=O)[O-])cc2)cc1 (configuration not stated)
→ 10	0.9	1	1.4	-4	1	1.3	0.5	-4	-4

(next part)
Order of results – APP 5'UTR act	PMI activator	TNAP act hiacc	bIAP act	FLuc inh counter	FLuc stim CS	NF-kB expr up	PMI act hi M6P	TNAP inh hi DEA	TNAP inh no acc
> COc1nc(N/N=C/c2ccc(-c3cccc([N+](=O)[O-])c3)o2)nc(N2CCOCC2)n1
→ 5	1.1	1	0.9	-6	1.1	0.93	1.1	-3	2
> CCCS(=O)(=O)c1c(S(=O)(=O)CCC)c2ccc(C(N)=O)cn2c1C(=O)OC
→ -1	1.1	1	1	-8	1.1	1.1	1.1	-1	-6
> COc1ccc(Cl)cc1NC(=S)N(CCN1CCOCC1)C1CCN(C(C)=O)CC1
→ -10	1.1	1	0.9	-6	1.1	0.89	1.1	-2	-14
> CC1CCc2c(sc3nc(CN4CCOCC4)nc(Sc4ccccc4)c23)C1 (configuration not stated)
→ -16	0.9	1	1.1	-1	1	1.1	1	3	-3
> CSc1ccccc1C(=O)NCCOc1cccc(C)c1
→ -2	1	1	1	-8	1.1	1.1	1	-3	-10
> Cn1c(=S)ccc2ccccc21
→ 15	1.8	1.1	1	-8	1.1	1.5	2.3*	-7	-13
> CN(C(=O)COC(=O)c1ccccc1SCC(=O)NC1CCCCCCC1)C1CCS(=O)(=O)C1 (configuration not stated)
→ 6	1.1	1.1	0.5	-3	1	0.94	1	-6	-13
> CCOc1ccc(-c2ccc(/C=C3/C(=N)N4C(C)=CSC4=NC3=O)o2)c([N+](=O)[O-])c1
→ 17	0.8	0.8	1.1	8	0.9	0.74	0.6	22	14
> COc1ccccc1CNC(=O)CSc1nnc2c(Cl)cc(C(F)(F)F)cn12
→ 7	1	1	1	-1	1	0.92	1	0	-43
> CCOC(=O)COc1cccc2c(=O)n(CC(=O)N3CCc4ccccc43)ccc12
→ 9	0.9	1.1	0.9	-8	1.1	0.98	0.9	-7	-14

Continued:
Order of results – APP 5'UTR act	PMI activator	TNAP act hiacc	bIAP act	FLuc inh counter	FLuc stim CS	NF-kB expr up	PMI act hi M6P	TNAP inh hi DEA	TNAP inh no acc
> O=C(Oc1cccc(C(=S)N2CCOCC2)c1)c1cc([N+](=O)[O-])cc([N+](=O)[O-])c1
→ 14	1	1.1	0.9	-9	1.1	1.6	1	-8	-10
> O=C(CN(Cc1ccccc1)C(=O)CCC(=O)Nc1ccccn1)NCc1ccco1
→ -1	0.9	1	0.9	-5	1	0.94	1	0	-9
> COC(=O)N/N=C/c1ccc([N+](=O)[O-])o1
→ 19	1.2	0.9	0.8	-7	1.1	0.78	1.1	5	2
> Cc1cccc(-c2cc(C(=O)NCCCn3ccnc3)c3ccccc3n2)c1
→ -17	0.9	1	1	8	0.9	0.68	1	-4	-4
> CCNc1ncnc2c1cnn2C
→ 2	1	1	1	-3	1	1.3	1	-1	-10
> COc1cc(/C=C2/N=C(c3ccccc3F)OC2=O)cc(Cl)c1OS(C)(=O)=O
→ 0	1	1	0.9	-3	1	1.1	1	-1	-8
> COc1ccc([N+](=O)[O-])cc1NC(=O)CSCc1ccccc1
→ 5	0.9	1	1	-5	1.1	1	0.9	2	-11
> CCOC(=O)CC1=C(C(=O)OCC)C(c2ccc(C)o2)C(C#N)=C(N)O1 (configuration not stated)
→ -11	0.9	1.1	0.9	-5	1.1	1.1	1.1	-6	-12
> Cc1cccc(C)c1NC1=NC(=S)N(c2ccc(C(=O)O)cc2)C12CCCCC2
→ -19	0.9	1	1.1	-1	1	1.2	0.9	-1	-4
> O=c1c2ccccc2c(-c2ccccc2)nn1Cc1c(Cl)cccc1Cl
→ 6	0.8	1	0.9	-2	1	0.96	0.8	0	-6

Gathered by group, the compounds so far with a furan ring, fused or not
Order of results – APP 5'UTR act	PMI activator	TNAP act hiacc	bIAP act	FLuc inh counter	FLuc stim CS	NF-kB expr up	PMI act hi M6P	TNAP inh hi DEA	TNAP inh no acc
> CN(C)S(=O)(=O)c1ccc(/C(O)=C2/C(=O)C(=O)N(Cc3cccnc3)C2c2ccco2)cc1 (configuration not stated)
→ 19	1.3	1	0.9	-4	1	1	1.5	0	-4
> COc1nc(N/N=C/c2ccc(-c3cccc([N+](=O)[O-])c3)o2)nc(N2CCOCC2)n1
→ 5	1.1	1	0.9	-6	1.1	0.93	1.1	-3	2
> CCOc1ccc(-c2ccc(/C=C3/C(=N)N4C(C)=CSC4=NC3=O)o2)c([N+](=O)[O-])c1
→ 17	0.8	0.8	1.1	8	0.9	0.74	0.6	22	14
> O=C(CN(Cc1ccccc1)C(=O)CCC(=O)Nc1ccccn1)NCc1ccco1
→ -1	0.9	1	0.9	-5	1	0.94	1	0	-9
> COC(=O)N/N=C/c1ccc([N+](=O)[O-])o1
→ 19	1.2	0.9	0.8	-7	1.1	0.78	1.1	5	2
> CCOC(=O)CC1=C(C(=O)OCC)C(c2ccc(C)o2)C(C#N)=C(N)O1 (configuration not stated)
→ -11	0.9	1.1	0.9	-5	1.1	1.1	1.1	-6	-12

The list goes on.
Order of results – APP 5'UTR act	PMI activator	TNAP act hiacc	bIAP act	FLuc inh counter	FLuc stim CS	NF-kB expr up	PMI act hi M6P	TNAP inh hi DEA	TNAP inh no acc
> S=c1nc(C23CC4CC(CC(C4)C2)C3)nc2sccn12
→ 14	1	1	0.8	-6	1.1	1.4	1	-2	0
> Clc1nc(NCc2ccco2)nc(N2CCCCC2)n1
→ 13	1	1	1	-4	1	1.1	1	-2	-5
> N/C(Cc1ccc(Cl)cc1Cl)=N\OC(=O)Cc1cccs1
→ 23	1	1.1	0.9	18	0.8	1.3	1	-7	-7
> COCCn1c(SCC(=O)NNC(=O)c2ccc(OC)c(OC)c2)nc2ccccc2c1=O
→ -15	0.9	1	1.6	-2	1	1	0.9	1	-34
> CCCn1nc2cc(C(=O)NCCc3cccs3)ccc2c1OCC
→ 39	1	1	1	-1	1	2	1	2	2
> O=C1c2ccccc2C(=O)N1OCCOCCOCCON1C(=O)c2ccccc2C1=O
→ 0	1	1	1	-8	1.1	0.94	1	-1	-5
> Cc1sc2nc(CSc3ccc([N+](=O)[O-])c(C(F)(F)F)c3)[nH]c(=O)c2c1C
→ 1	1.2	1	1.2	-5	1.1	0.93	1.2	-2	-17
> O=C(CNC(=O)c1ccc2c(c1)OCO2)N/N=C/c1cccc([N+](=O)[O-])c1
→ -1	1.1	1	1	-5	1.1	1.2	1	-4	-12
> O=C(Nc1ccc2oc(-c3cccc(F)c3)nc2c1)c1ccccc1F
→ /	1	1	0.8	-1	1	1.5	1	-4	-11

Source: PubChem
